SENP6 block = inhibitors of human SENP6 protease. Q9GZR1. Recombinant SENP6 catalytic domain, aminoluciferin luminescence. inhibition, % at 10 µM. 330,000 tested, 1.8% active. AID 2599;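 active = inhibition above about 50% at the single tested dose, limit read from the data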;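 note: plate controls were DMSO wells with enzyme for no effect and DMSO wells lacking enzyme for full effect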
HKDC1 inhibitor = HKDC1 (human) hexokinase inhibition | inhibition, % at 20 µM | Q2TB90 | 340,000 tested, 0.16% active | AID 493160 | recombinant HKDC1, G6PDH/diaphorase resazurin coupled fluorescence;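 active = inhibition above about 35% when tested at 20 µM, limit read from the data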;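 note: plate controls were DMSO wells with enzyme for no effect and DMSO wells lacking enzyme for full effect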
Target sequence (Q2TB90 whole entry, looked up): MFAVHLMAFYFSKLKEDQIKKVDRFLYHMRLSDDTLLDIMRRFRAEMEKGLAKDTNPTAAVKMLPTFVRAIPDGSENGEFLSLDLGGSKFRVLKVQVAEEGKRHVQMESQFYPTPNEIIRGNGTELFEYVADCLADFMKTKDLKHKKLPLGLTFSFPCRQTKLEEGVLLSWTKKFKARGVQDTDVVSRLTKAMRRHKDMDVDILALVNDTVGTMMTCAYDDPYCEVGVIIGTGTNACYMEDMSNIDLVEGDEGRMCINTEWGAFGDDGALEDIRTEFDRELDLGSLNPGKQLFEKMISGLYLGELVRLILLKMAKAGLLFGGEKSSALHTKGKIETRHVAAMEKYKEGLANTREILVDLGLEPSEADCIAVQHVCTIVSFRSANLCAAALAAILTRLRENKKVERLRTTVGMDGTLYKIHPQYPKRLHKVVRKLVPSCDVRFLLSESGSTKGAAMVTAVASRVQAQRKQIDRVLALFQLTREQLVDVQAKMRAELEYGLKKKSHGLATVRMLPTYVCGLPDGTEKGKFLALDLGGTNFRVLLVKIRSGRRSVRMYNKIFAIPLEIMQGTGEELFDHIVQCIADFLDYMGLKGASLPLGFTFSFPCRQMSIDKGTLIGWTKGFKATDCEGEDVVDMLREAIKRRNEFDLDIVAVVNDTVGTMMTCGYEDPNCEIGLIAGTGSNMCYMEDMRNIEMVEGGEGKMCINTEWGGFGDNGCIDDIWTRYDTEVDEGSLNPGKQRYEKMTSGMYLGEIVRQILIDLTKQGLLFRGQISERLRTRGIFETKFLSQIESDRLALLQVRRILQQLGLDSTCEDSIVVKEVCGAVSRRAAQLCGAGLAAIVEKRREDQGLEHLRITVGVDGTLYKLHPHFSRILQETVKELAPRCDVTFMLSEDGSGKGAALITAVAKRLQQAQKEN
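test system = in-house recombinant HK5 (HKDC1) enzyme | amount = HKDC1 at 5 µg/mL | control set = DMSO-enzyme wells negative, buffer-substituted wells positive | compound = one dose of 20 µM, 1% DMSO | schedule = reaction time 90 min, room temperature, protected from light | technique = resorufin fluorescence at 613 nm | reagent = glucose with 1 mM ATP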
SENP1 FRET inh = blocks the human SENP1 SUMO protease catalytic domain. Q9P0U3. recombinant SENP1 catalytic domain, CyPet-SUMO1-YPet FRET cleavage. inhibition, % at 10 µM. 360,000 tested, 0.21% active. AID 624204;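 active = inhibition at least 30% at 10 µM, raw YFP signal under a set limit, fluorescence ratio 0.5 to 1.5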;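 note: 0% = enzyme with DMSO and 100% = no enzyme wells; some results filed as inactive read as strong as hits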
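Compound: 10 µM single point, 0.5% DMSO; Test system: hSENP1 catalytic domain, recombinant; Timing: 50 min reaction at room temperature; Technique: FRET, CFP and YFP emission; Control set: no-enzyme wells low, DMSO-plus-enzyme wells high control.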
SENP8 block-1 = SENP8 (human) protease inhibition | AID 602440 | recombinant SENP8, Nedd8 substrate fluorescence | inhibition, % at 20 µM | Q96LD8 | 360,000 tested, 0.64% active; in the data active = inhibition mostly above about 40%, no sharp cut-off; inactive = mostly below about 27%
SENP8 block-2 = blocks the human protease SENP8. 330,000 tested, 1.2% active. AID 2540. purified SENP8, Z-RLRGG-aminoluciferin cleavage, luminescence. inhibition, % at 10 µM; in the data active = inhibition above about 50%
SENP7 inh = inhibitors of human SENP7 protease; 330,000 tested, 1.5% active; inhibition, % at 5 µM; recombinant SENP7, Z-RLRGG-aminoluciferin luminescence, 40 min;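 active = inhibition above about 50% at the single test dose, limit read from the data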;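 note: plate controls were DMSO with enzyme for no effect and no enzyme buffer wells for full effect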
PfGluPho inh = PfG6PD (Plasmodium falciparum) enzyme inhibition; PfGluPho enzyme, NADPH resazurin-diaphorase fluorescence; inhibition, % at 20 µM; 350,000 tested, 0.78% active; AID 504690;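 active = inhibition reaching at least a set limit at 20 µM in the primary screen, cut at about 59% in these data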;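 note: 0% = DMSO wells with substrate and 100% = DMSO wells lacking glucose-6-phosphate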
Apaf1 inhib = blocks human Apaf-1 apoptosome activity | reconstituted apoptosome caspase-3 activity, DEVD-Rh110 fluorescence | inhibition, % at 20 µM | 330,000 tested, 0.71% active | AID 489030; active = inhibition of at least 40% at 20 µM;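 note: plate controls were DMSO wells for no effect and DEVD-CHO caspase inhibitor wells for full effect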
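System: Apoptosome proteins | Medium: Hepes pH 7.5 with detergent and BSA | Also added: Cytochrome c trigger plus (Z-DEVD)2-Rh110 caspase-3 substrate | Incubation: 30 min compound preincubation, 50 min activation, room temperature | Detection: Rhodamine 110 fluorescence at Ex 480/Em 540 nm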
* marks the source's active call; other numbers are inactive results; i = inactive; . = not tested or not shown.

1) O=C(CNS(=O)(=O)c1ccc(Br)s1)Nc1ccc2c(c1)OCCO2
2) CCn1nc(C)cc1C(=O)N1CCCC(N(C)CCc2ccc(OC)c(OC)c2)C1 (stereo not drawn)
3) O=C(CSc1nnc2scc(-c3ccccc3)n12)Nc1nsc(-c2ccc(Cl)cc2)n1
4) COc1cc(OC)c(C2=NOC(C(=O)O)C2)cc1Cl (stereo not drawn)
5) CC(CS(=O)(=O)c1ccc2c(c1)NC(=O)CS2)C(=O)NCc1ccccc1Cl (stereo not drawn)
6) O=C(NC12CC3CC(CC(C3)C1)C2)C12CC3CC(C1)CC(n1cnc(Cl)n1)(C3)C2
7) CN(CC(=O)Nc1cccc(F)c1)C(=O)CCSc1ccc(F)cc1
8) C[C@H](NC(N)=O)C(=O)OCC(=O)NCc1cccs1
assay / compound	1	2	3	4	5	6	7	8
SENP6 block	-1	4	-16	-11	-13	8	-3	-1
HKDC1 inhibitor	-11	-7	13	0	0	-1	3	-1
SENP1 FRET inh	1	-3	-1	1	4	-1	4	1
SENP8 block-1	7	7	-14	0	15	10	4	21
SENP8 block-2	1	-8	5	-15	-2	-2	3	1
SENP7 inh	5	-14	-4	-18	8	-4	2	7
PfGluPho inh	0	-8	-5	-3	-4	-7	8	-15
Apaf1 inhib	5	7	40	-16	-158	-1	10	0

9) N#Cc1c(NC(=O)c2ccc(-c3ccccc3[N+](=O)[O-])o2)sc2c1CCCC2
10) FC(F)(F)c1cccc(Oc2ccc3c(C(F)(F)F)cc(C(F)(F)F)nc3n2)c1
11) Cc1ccc(S(=O)(=O)N(C)C)cc1NC(=O)COC(=O)/C=C/c1cnc2ccccc2n1
12) CCCCCCOc1ccc(C(CC(=O)O)C(N)=O)cc1 (stereo not drawn)
13) CCn1cc(Cl)c(C(=O)N2N=C(c3ccc4ccccc4c3)CC2c2ccccc2O)n1 (stereo not drawn)
14) CCOc1ccc2[nH]c3ncccc3c(=O)c2c1
15) Cc1cccn2cc(-c3cccc(NC(=O)c4cccs4)c3)nc12
16) O=C(N/N=C/c1cccnc1)c1cc(O)c(O)c(O)c1
assay / compound	9	10	11	12	13	14	15	16
SENP6 block	-5	-5	-12	-15	15	-25	10	-17
HKDC1 inhibitor	0	7	-8	-8	6	4	2	-4
SENP1 FRET inh	3	1	-2	-4	1	-24	-1	3
SENP8 block-1	15	10	-2	11	-7	-292	0	17
SENP8 block-2	-6	-5	-14	-6	-1	-3	8	1
SENP7 inh	-1	-7	-3	4	7	-5	2	-11
PfGluPho inh	23	7	2	-3	-10	2	3	51
Apaf1 inhib	6	11	16	-2	24	4	-1	2

17) CC(=O)Oc1ccc(-c2ccc(C(=O)NCCc3ccc(S(N)(=O)=O)cc3)cc2)cc1
18) COc1ccc(-c2nn(-c3ccccc3)cc2C(=O)N(C)CC(=O)Nc2ccccc2Br)cc1
19) COc1cc(OC)nc(NC(=O)CCl)n1
20) CCCC1(CCC)NC(=O)NC1=O
21) O=C1CC(C(=O)NCCc2ccccc2)SC(=Nc2ccccc2)N1 (stereo not drawn)
22) O=C(COC(=O)CN1C(=O)c2ccccc2C1=O)Nc1cccc(F)c1
23) O=C(c1cccc(N2C(=O)C3C4C=CC(C4)C3C2=O)c1)N1CCN(c2ccccc2)CC1 (stereo not drawn)
24) Cc1ccc(/C=C(\C#N)C(=O)NC(C)C)o1
assay / compound	17	18	19	20	21	22	23	24
SENP6 block	0	.	-7	-6	-31	-16	-3	-4
HKDC1 inhibitor	2	0	-6	-10	-3	-5	2	-1
SENP1 FRET inh	-1	3	2	1	0	3	2	2
SENP8 block-1	-4	10	10	6	6	10	1	10
SENP8 block-2	4	.	-6	-7	-3	-2	-4	-2
SENP7 inh	2	.	-5	-6	7	5	-6	0
PfGluPho inh	-9	11	-9	-6	1	-2	-9	4
Apaf1 inhib	-1	.	-1	-1	-2	-6	1	-13

25) NC(=O)C1CCN(CC(=O)N2c3ccccc3CCc3ccccc32)CC1
26) NC(=O)C1CCCN(CC(=O)N2CCN(c3ccccc3)CC2)C1 (stereo not drawn)
27) CCN1C(=O)CC(NNC(=O)c2ccc(Cl)cc2)C1=O (stereo not drawn)
28) O=C(Nc1ccc(Cl)cc1F)C1CC1
29) CC(CN1CCCC1)OC(=O)COc1ccccc1 (stereo not drawn)
30) O=C(N/N=C/c1ccccn1)NC12CC3CC(CC(C3)C1)C2
31) Cc1ccc(Cl)cc1NC(=O)C1CCCN1S(=O)(=O)c1ccc(-c2ccc(=O)[nH]n2)s1 (stereo not drawn)
32) O=C(CCl)Nc1ccc(Oc2cnc3ccccc3n2)cc1
assay / compound	25	26	27	28	29	30	31	32
SENP6 block	-5	-9	-14	-26	12	-8	14	-6
HKDC1 inhibitor	-4	-3	-5	4	-2	-2	2	1
SENP1 FRET inh	-5	2	0	3	2	-2	-1	-3
SENP8 block-1	26	9	9	13	18	5	-17	12
SENP8 block-2	-2	1	1	-5	12	7	1	-2
SENP7 inh	-9	-1	-2	-4	6	-3	8	-1
PfGluPho inh	-9	-2	-7	-7	-13	-5	-6	-7
Apaf1 inhib	2	1	13	-12	-3	9	18	-1

33) CNC(=O)c1ccccc1S(=O)c1ccccc1C#N (stereo not drawn)
34) Cc1ccnc(NS(=O)(=O)c2ccc(NC(=O)/C=C/c3ccccc3)cc2)n1
35) O=C(NC1CCCCC1)C(c1ccco1)N(C(=O)c1csnn1)c1cccc(Cl)c1 (stereo not drawn)
36) Cc1ccc(C#N)c(SCc2cccc(Br)c2)n1
37) COc1cc(NC(=S)NC(=O)C(C)C)ccc1NC(=O)c1cc2ccccc2o1
38) COC(=O)CCCNC(=O)c1ccc(OS(=O)(=O)c2cc([N+](=O)[O-])ccc2C)cc1
39) CC1CCN(c2ccc3nnc(CCC(=O)N4CCN(c5ccc(F)cc5)CC4)n3n2)CC1
40) COCCn1nnnc1CN(Cc1cccnc1)Cc1cc2cc(OC)ccc2[nH]c1=O
assay / compound	33	34	35	36	37	38	39	40
SENP6 block	-11	-16	-16	2	-12	-1	4	.
HKDC1 inhibitor	-6	0	3	-2	-3	5	-5	-4
SENP1 FRET inh	1	1	-1	-4	1	0	-1	-55
SENP8 block-1	20	8	16	14	-11	13	-19	-393
SENP8 block-2	-9	-2	1	2	1	-5	-4	.
SENP7 inh	8	-4	3	-2	2	1	5	.
PfGluPho inh	7	-21	-6	2	4	-11	5	-6
Apaf1 inhib	-3	1	10	-5	13	13	0	.

41) O=C(NCc1ccccn1)c1ccc2c(=O)n3nc(Nc4ccccc4)sc3nc2c1
42) Cc1ccc2[nH]c(C(=O)N3CCCC(Nc4ccc(F)cc4)C3)cc2c1 (stereo not drawn)
43) O=C(NCCN1CCOCC1)c1cccc(Cl)c1
44) COc1ccc(C(=O)N2CCCc3ccccc32)cc1Br
45) CC(=O)N1CCN(c2ncnc3sc(-c4ccccc4)cc23)CC1
46) COc1ccc(/C(N)=N/OC(=O)C2CCCCC2)cc1
47) O=C(CN1CCN(S(=O)(=O)c2ccccc2)CC1)Nc1ccccc1C(=O)NC1CC1
48) COc1ccc(OC)c(C(=O)N/N=C/c2ccccn2)c1
assay / compound	41	42	43	44	45	46	47	48
SENP6 block	-11	-7	3	2	10	27	6	-8
HKDC1 inhibitor	5	6	-13	0	-4	-2	-6	-2
SENP1 FRET inh	-38	0	5	2	-18	0	-2	0
SENP8 block-1	-320	3	11	15	-367	-11	0	i
SENP8 block-2	11	-10	-2	-10	2	26	-7	11
SENP7 inh	-7	13	9	6	-5	68*	0	3
PfGluPho inh	13	28	-9	1	24	13	9	-5
Apaf1 inhib	-43	14	-10	0	4	18	11	-7

49) Cc1ccc(CC(CC(=O)O)C(=O)NC2CCCCC2)cc1 (stereo not drawn)
50) Cc1ccc(C)c(N2CCN(C(=O)Cn3c(=O)oc4cc(S(=O)(=O)N5CCCC5)ccc43)CC2)c1
51) CN(Cc1nc2ccccc2c(=O)[nH]1)Cc1cc(=O)oc2ccc3ccccc3c12
52) N#Cc1c(N)nc(SCC(=O)NC2CCCCC2)c(C#N)c1-c1ccc(Cl)cc1
53) Cc1ccc(C2(c3noc(CN(C)Cc4ccccn4)n3)CCCC2)cc1
54) COc1cc(NC(=O)c2ccno2)cc(C(=O)Nc2cccc(C(F)(F)F)c2)c1
assay / compound	49	50	51	52	53	54
SENP6 block	-9	2	12	-3	1	-14
HKDC1 inhibitor	-4	2	-4	-9	3	6
SENP1 FRET inh	-3	1	-18	3	-1	-1
SENP8 block-1	12	23	-65	-200	9	19
SENP8 block-2	-6	-1	-5	6	2	-4
SENP7 inh	9	4	3	-1	1	-10
PfGluPho inh	-16	20	10	-16	2	26
Apaf1 inhib	8	21	4	-14	0	7

Pulled by structure from the entries so far (6):
31) Cc1ccc(Cl)cc1NC(=O)C1CCCN1S(=O)(=O)c1ccc(-c2ccc(=O)[nH]n2)s1 (stereo not drawn)
22) O=C(COC(=O)CN1C(=O)c2ccccc2C1=O)Nc1cccc(F)c1
6) O=C(NC12CC3CC(CC(C3)C1)C2)C12CC3CC(C1)CC(n1cnc(Cl)n1)(C3)C2
2) CCn1nc(C)cc1C(=O)N1CCCC(N(C)CCc2ccc(OC)c(OC)c2)C1 (stereo not drawn)
11) Cc1ccc(S(=O)(=O)N(C)C)cc1NC(=O)COC(=O)/C=C/c1cnc2ccccc2n1
50) Cc1ccc(C)c(N2CCN(C(=O)Cn3c(=O)oc4cc(S(=O)(=O)N5CCCC5)ccc43)CC2)c1
assay / compound	31	22	6	2	11	50
SENP6 block	14	-16	8	4	-12	2
HKDC1 inhibitor	2	-5	-1	-7	-8	2
SENP1 FRET inh	-1	3	-1	-3	-2	1
SENP8 block-1	-17	10	10	7	-2	23
SENP8 block-2	1	-2	-2	-8	-14	-1
SENP7 inh	8	5	-4	-14	-3	4
PfGluPho inh	-6	-2	-7	-8	2	20
Apaf1 inhib	18	-6	-1	7	16	21

High-throughput results deposited in PubChem BioAssay by Sanford-Burnham Center for Chemical Genomics.
